Screens (PubChem)
SENP7 inh – inhibitors of human SENP7 protease; Q9BQF6; recombinant SENP7, Z-RLRGG-aminoluciferin luminescence, 40 min; inhibition, % at 5 µM; 330,000 compounds, 1.5% hits; AID 434973;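 active = inhibition above about 50% at the single test dose, limit read from the data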;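 also: plate controls were DMSO with enzyme for no effect and no enzyme buffer wells for full effect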
MPTP inh – blocks calcium-induced mitochondrial swelling | isolated mouse mitochondria, Ca2+ swelling absorbance, 30 min | inhibition, % at 10 µM | 360,000 compounds, 1.4% hits | AID 602449;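 active = inhibition of 50% or more, scaled per plate between neutral and stimulator controls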;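 also: 0% = DMSO wells given calcium and 100% = 1 mM EGTA wells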
SENP8 inh – blocks human SENP8 cleavage of Nedd8 substrate; Q96LD8; recombinant SENP8, Nedd8 substrate fluorescence; inhibition, % at 20 µM; 360,000 compounds, 0.64% hits; in the data active = inhibition mostly above about 40%, no sharp cut-off; inactive = mostly below about 27%
Target sequence (Q96LD8 whole entry, looked up): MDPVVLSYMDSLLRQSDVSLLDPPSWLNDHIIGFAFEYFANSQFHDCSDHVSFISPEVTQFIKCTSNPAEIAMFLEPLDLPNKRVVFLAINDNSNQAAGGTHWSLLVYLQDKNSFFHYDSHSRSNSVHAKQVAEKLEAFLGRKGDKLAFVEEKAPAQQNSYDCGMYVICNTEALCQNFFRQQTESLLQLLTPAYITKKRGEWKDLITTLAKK
ATG4B inh – inhibitors of human ATG4B cysteine protease | ATG4B cleavage of LC3-PLA2, NBD-HPC fluorescence, 1 h | inhibition, % at 8.33 µM | 340,000 compounds, 0.51% hits | AID 504462; in the data active = inhibition above about 40%
Target sequence (Q9Y4P1 whole entry, looked up): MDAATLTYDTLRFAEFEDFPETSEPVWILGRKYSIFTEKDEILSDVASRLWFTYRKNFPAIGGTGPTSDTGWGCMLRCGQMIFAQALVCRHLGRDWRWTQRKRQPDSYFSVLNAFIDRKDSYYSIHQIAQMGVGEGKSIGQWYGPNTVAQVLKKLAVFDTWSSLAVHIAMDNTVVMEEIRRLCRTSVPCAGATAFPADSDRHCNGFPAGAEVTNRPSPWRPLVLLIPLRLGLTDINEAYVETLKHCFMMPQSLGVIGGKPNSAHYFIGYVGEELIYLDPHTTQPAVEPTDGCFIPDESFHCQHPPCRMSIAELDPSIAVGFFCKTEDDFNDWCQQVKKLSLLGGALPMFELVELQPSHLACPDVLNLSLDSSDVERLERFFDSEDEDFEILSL
SENP6 block – blocks the human protease SENP6 | Recombinant SENP6 catalytic domain, aminoluciferin luminescence | inhibition, % at 10 µM | 330,000 compounds, 1.8% hits;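 active = inhibition above about 50% at the single tested dose, limit read from the data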;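 also: plate controls were DMSO wells with enzyme for no effect and DMSO wells lacking enzyme for full effect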
Target sequence (Q9GZR1 628-1112 limits assumed): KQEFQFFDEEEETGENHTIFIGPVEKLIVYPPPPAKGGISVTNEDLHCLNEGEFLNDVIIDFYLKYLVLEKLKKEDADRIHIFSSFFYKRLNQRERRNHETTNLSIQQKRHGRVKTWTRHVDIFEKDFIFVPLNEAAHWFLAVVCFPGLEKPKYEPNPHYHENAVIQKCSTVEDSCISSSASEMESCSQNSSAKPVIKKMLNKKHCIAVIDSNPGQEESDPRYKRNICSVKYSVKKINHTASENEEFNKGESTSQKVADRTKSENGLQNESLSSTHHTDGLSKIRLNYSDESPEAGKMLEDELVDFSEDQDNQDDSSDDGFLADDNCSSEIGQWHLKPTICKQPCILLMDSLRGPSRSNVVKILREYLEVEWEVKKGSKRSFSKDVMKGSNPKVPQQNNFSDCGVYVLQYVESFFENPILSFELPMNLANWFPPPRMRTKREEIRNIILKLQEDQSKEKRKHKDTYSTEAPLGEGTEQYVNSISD
PfG6PD inh – PfG6PD (Plasmodium falciparum) enzyme inhibition; PfGluPho enzyme, NADPH resazurin-diaphorase fluorescence; inhibition, % at 20 µM; 350,000 compounds, 0.78% hits; AID 504690;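 active = inhibition reaching at least a set limit at 20 µM in the primary screen, cut at about 59% in these data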;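 also: 0% = DMSO wells with substrate and 100% = DMSO wells lacking glucose-6-phosphate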
NR3A LBD binder – modulators (binders) of human NR3A ligand-binding domain; 340,000 compounds, 2.5% hits; NR3A LBD differential scanning fluorimetry, Tm shift; 0% = protein alone, 100% = glycine-bound protein; Tm shift relative to glycine control, % at 25 µM;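 active = melting temperature shift of at least 10% of the positive control shift, at one fixed dose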
HKDC1 inh – HKDC1 (human) hexokinase inhibition; recombinant HKDC1, G6PDH/diaphorase resazurin coupled fluorescence; inhibition, % at 20 µM; 340,000 compounds, 0.16% hits;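 active = inhibition above about 35% when tested at 20 µM, limit read from the data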;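 also: plate controls were DMSO wells with enzyme for no effect and DMSO wells lacking enzyme for full effect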
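Test system: recombinant HKDC1 (HK5) hexokinase enzyme, produced in-house; Amount: enzyme 5 µg/mL final; Buffer or medium: Tris pH 8.0 buffer with MgCl2, Tween-20, BSA, BME; Reagent: glucose and ATP substrates; Doses: 20 µM test compound, 1% DMSO; Incubation: 90 min reaction incubation at room temperature, dark; Detection: resorufin fluorescence at 613 nm.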
Active calls of the source: *; i = inactive; nt = no result given.

Molecule	SENP7 inh	MPTP inh	SENP8 inh	ATG4B inh	SENP6 block	PfG6PD inh	NR3A LBD binder	HKDC1 inh
Cc1cc(C)c2sc(N(CCN(C)C)C(=O)c3cc(Cl)sc3Cl)nc2c1	7	2.9	25	8	-13	12	-1	-2
CCCN1C(=O)/C(=N\OCC(=O)Nc2ccc(C(C)C)cc2)c2ccccc21	-12	5.0	21	-13	-6	-2	-5	-4
Cc1c(-c2ccccc2)oc2c(C(=O)OCC(=O)Nc3ccc(F)cc3)cccc2c1=O	6	1.3	25	-8	-13	-12	-2	-7
Cc1ccc(CSc2nnc(-c3ccncc3)o2)c(C)c1	-8	-0.3	-2	-9	8	0	0	0
Brc1ccc(C2=Nc3cccc4cccc(c34)N2)o1	12	6.8	32	7	7	39	1	15
Cc1ccc(Nc2cc(C)nc(-c3ccccc3)n2)cc1	3	0.8	-2	-5	-10	65*	0	0
Nn1c(C2CCCCC2)nc2ccccc2c1=O	-2	4.5	17	10	-13	-6	-1	14
COCC(=O)Nc1nc2n(n1)C(c1ccccc1Cl)CC(c1ccc(OC)cc1)N2 (configuration not stated)	9	-1.3	-267	1	3	-8	-2	9
CN(C)S(=O)(=O)c1ccc(C(=O)NCCOc2ccc(F)cc2)cc1	0	-2.8	0	-1	-14	-13	0	1
Cc1cc([N+](=O)[O-])ccc1Nc1nc2ccccc2n2cnnc12	-2	0.6	22	0	-5	15	37*	1
Nc1cccc(-c2nc3cc(S(=O)(=O)c4ccc5oc(-c6cccc(N)c6)nc5c4)ccc3o2)c1	-3	1.9	-263	6	-4	4	24*	6
CCn1c(CNC(=O)c2ccccc2OC)nnc1SCC(=O)c1ccc(F)cc1	-1	1.1	6	0	-13	10	-2	-6
CCOC(=O)CN1C(=O)C(O)=C(C(C)=O)C1c1ccc([N+](=O)[O-])cc1 (configuration not stated)	11	0.2	9	-6	6	4	2	-4
CC1=Nc2ccccc2/C1=C\c1nc(-c2ccc(F)cc2)oc1O	-9	7.5	-35	-11	4	4	30*	0
CCSC1=N/C(=C\c2ccc(C(=O)O)cc2)C(=O)S1	1	-2.4	-40	-5	10	15	20*	3
COC(=O)c1ccccc1S(=O)c1snnc1C (configuration not stated)	2	0.7	1	1	9	-5	-1	-5
CN(Cc1ccccc1)C(=O)c1ccc(S(=O)(=O)N(C)c2ccccc2)cc1	6	0.3	2	-7	-17	5	-1	-5
CN(Cc1nc(Cc2cccc(F)c2)no1)CC1CCOCC1	-4	12	19	-5	-5	1	1	-3
CCC(=O)Nc1cccc(C(=O)N(Cc2ccccc2)Cc2ccccc2)c1	-12	-0.7	11	-10	-26	0	-1	3
O=C(Nc1cccc2nsnc12)c1cccnc1Cl	2	0.0	-392	2	-2	-2	2	8
Cc1cccc(CSCCNC(=O)CN2C(=O)c3ccccc3S2(=O)=O)c1	3	0.0	12	-12	-1	-1	1	3
CCOC(=O)c1sc(-c2cccc([N+](=O)[O-])c2)cc1N	-7	3.1	22	-2	-13	10	20*	-8
CCOc1ccc2[nH]c(=O)c(CN(Cc3ccc(F)cc3)C(=O)N3CCCC3)cc2c1	4	-0.2	-342	-12	4	-2	-1	5
O=C(CCC(=O)OCCCC(F)(F)C(F)(F)F)Nc1ccc(Cl)cc1Cl	-4	4.0	16	5	-3	13	-2	2

Another view of part of the listing above:
Cc1cc(C)c2sc(N(CCN(C)C)C(=O)c3cc(Cl)sc3Cl)nc2c1
  SENP7 inh: 7	MPTP inh: 2.9	SENP8 inh: 25	ATG4B inh: 8	SENP6 block: -13	PfG6PD inh: 12	NR3A LBD binder: -1	HKDC1 inh: -2

CCCN1C(=O)/C(=N\OCC(=O)Nc2ccc(C(C)C)cc2)c2ccccc21
  SENP7 inh: -12	MPTP inh: 5.0	SENP8 inh: 21	ATG4B inh: -13	SENP6 block: -6	PfG6PD inh: -2	NR3A LBD binder: -5	HKDC1 inh: -4

Cc1c(-c2ccccc2)oc2c(C(=O)OCC(=O)Nc3ccc(F)cc3)cccc2c1=O
  SENP7 inh: 6	MPTP inh: 1.3	SENP8 inh: 25	ATG4B inh: -8	SENP6 block: -13	PfG6PD inh: -12	NR3A LBD binder: -2	HKDC1 inh: -7

Cc1ccc(CSc2nnc(-c3ccncc3)o2)c(C)c1
  SENP7 inh: -8	MPTP inh: -0.3	SENP8 inh: -2	ATG4B inh: -9	SENP6 block: 8	PfG6PD inh: 0	NR3A LBD binder: 0	HKDC1 inh: 0

The list continues.
Molecule	SENP7 inh	MPTP inh	SENP8 inh	ATG4B inh	SENP6 block	PfG6PD inh	NR3A LBD binder	HKDC1 inh
C/C(=N/NC(=O)c1ccc(NC(=O)c2ccc(F)cc2)cc1)c1ccccc1	1	6.8	11	0	-12	-13	5	6
Cc1ccc(-n2c([S-])c(C(=O)NC(C)c3ccccc3)[n+]3ccccc23)cc1 (configuration not stated)	-2	0.8	-303	0	0	30	-1	-3
Fc1cccc(NCc2ccoc2)c1	-1	-1.2	8	3	-1	-4	6	-3
Cc1ccccc1CN1CCN(C(=O)c2cc(-c3ccncc3)nc3ccccc23)CC1	-5	1.2	-5	-6	-4	8	-2	0
CC(=O)Nc1ccc(NC(=O)CSCc2ccccc2Cl)cc1	0	1.7	20	18	2	-5	1	5
O=C(COc1cccc(-n2cnnn2)c1)Nc1ccccc1	-2	-0.2	-1	3	-5	-7	-47	-6
O=C(CSc1ncnc2scc(-c3ccc(Cl)cc3)c12)NCc1ccc2c(c1)OCO2	nt	-5.2	25	3	nt	-21	0	8
O=C(c1ccc(Cl)cc1)N1CCC2CC1c1cc(-c3ccccc3)ccc12 (configuration not stated)	nt	-1.4	15	8	nt	-6	-1	5
Cc1cc(C)c(S(=O)(=O)/N=C2/C=C(Sc3ncn[nH]3)C(=O)c3ccccc32)cc1C	nt	15	25	-18	nt	109*	-28	64*
O=C(NCCCc1ccccc1)c1cccs1	1	-2.0	3	-1	-11	-4	2	8
CC1(C)SC2c3ccccc3C(=O)N2[C@@H]1C(=O)NC1CCCC1 (some centres not stated)	0	0.2	8	1	6	5	-2	-3
Cn1c(-c2ccccc2)cc2c3no[n+]([O-])c3ccc21	5	-1.1	34	-11	-3	-12	-17	-8
C=CCc1cccc(/C=N/NC(=O)C(=O)Nc2ccc(C)cc2)c1O	-8	-1.4	18	4	4	-33	-2	-11
COC(=O)CC1C(=O)NCCN1C(=O)CSc1nc2ccccc2s1 (configuration not stated)	7	-2.9	8	-12	21	39	2	2
CN1CCN(c2nc3ccccn3c(=O)c2/C=C(\C#N)S(=O)(=O)c2ccccc2)CC1	0	1.4	-41	0	-5	-4	-1	3
CCC(C)[C@H](NC(=O)NC1CC1)C(=O)O (some centres not stated)	3	0.4	12	-8	0	-6	1	-6
COc1ccc(NC(=O)CSc2nc(N)c3cc4c(nc3n2)CC(C)(C)OC4)cc1	-1	2.1	7	8	-6	-9	-1	-2
Cc1ccc(CC(=O)Nc2ccc(OC(F)F)c(Cl)c2)cc1C	2	60*	9	-1	6	-2	3	-4
COc1ccccc1NC(=O)COc1ccc(/C=N/n2cnnc2)cc1OC	7	-1.8	1	-10	-15	0	-1	-8
COc1ccc(CCNC(=O)CN2C(=O)NC3(CCc4ccccc43)C2=O)cc1 (configuration not stated)	-6	-2.5	10	2	-8	9	2	-1
O=C(NCCC1=CCCCC1)c1cc(COc2ccc(F)cc2Cl)on1	5	1.9	2	18	2	-9	-7	6
O=c1c2c(C(F)(F)F)cc(C(F)(F)F)nc2[nH]n1-c1ccccc1	-6	90*	16	22	6	7	0	11
CC(C)Cc1nn2c(=O)cc(CSCC(=O)Nc3ccccc3F)nc2s1	1	-0.9	8	10	-24	-6	-1	-3
CCOC(=O)c1sc(C)c2c(=O)n(CC)nnc12	-11	-1.8	13	-8	-3	1	7	-1
O=C(NCc1ccccc1)C1CC(=O)N(C2CCCCCC2)C1 (configuration not stated)	2	2.5	16	5	-7	-2	1	-6
Cn1c(SCC(=O)N2CCCCCC2)nc2c([nH]c3ccccc32)c1=O	-6	1.3	-4	0	0	-13	0	-1
CC(=O)Oc1ccccc1C(=O)N1CCN(S(=O)(=O)c2ccc3ccccc3c2)CC1	0	-0.1	14	-11	-8	9	0	-1
CC(C)COc1cccc(C(=O)Nc2ccc(N3CCOCC3)cc2N2CCOCC2)c1	1	0.6	12	-11	-13	38	1	1
CC(=O)Nc1ccc(S(=O)(=O)N2CCCCC2C(=O)O)cc1 (configuration not stated)	-6	-1.9	-2	-5	-29	8	0	-12
Cc1ccccc1CSCc1nc(N)nc(Nc2ccccc2C)n1	-1	-0.4	11	0	-8	-2	0	-7
Cc1cc(C(=O)N/N=C/c2ccncc2)c(C)o1	30	-1.6	17	0	-6	12	1	0
Cc1c(NC(=O)CSc2ccc3c(c2)OCCO3)c(=O)n(-c2ccccc2)n1C	-5	1.1	12	-12	13	3	0	-1
O=C(COC(=O)c1ccc2[nH]c3c(c2c1)CCCC3)Nc1ccc(Cl)cc1Cl	2	38	-59	-6	-10	11	27*	-4
CCN(CCCNC(=O)CN(C)S(=O)(=O)c1cccc2nsnc12)c1cccc(C)c1	2	1.4	11	-7	-18	-4	1	4
CCN1CCN(C2=C(Cl)C(=O)N(Cc3ccccc3)C2=O)CC1	-1	-6.1	26	-12	6	-6	0	1
Cc1cc(C)c(O)c(-c2cc(C(=O)NCc3ccccc3)[nH]n2)c1	10	17	22	22	-6	-17	2	-8
COc1ccccc1NC(=O)CN1CCN(c2ccccc2)CC1	5	0.2	19	-11	21	-11	0	2
OCCC#Cc1ccc(CN2CCN(C3CCCCC3)C(CCO)C2)cc1 (configuration not stated)	2	-0.1	16	8	-4	-18	1	-3
C/C=C/c1ccc(OCCCCOc2ccccc2C(C)=O)c(OC)c1	3	9.2	22	-2	6	18	18*	0
Cc1cccc(C)c1NC(=O)Cn1c(=O)n(CCCC(=O)NCc2ccco2)c(=O)c2sccc21	-4	-1.8	1	-7	4	1	0	-14
O=C(NCCSCc1ccc(Cl)cc1Cl)c1ccc(CN2CCOCC2)cc1	1	0.8	14	-1	-15	6	0	-1
Cc1ccc(/C=C(/C#N)C(=O)NC(C)c2ccccc2)o1 (configuration not stated)	8	-1.7	8	1	4	-20	-2	-8
CCC(=O)N(Cc1cc(=O)[nH]c2ccccc12)C1CCCCC1	3	-2.8	-14	-8	5	-13	1	-3
O=C(Nc1ccc(Cl)cc1Cl)NC1CCN(S(=O)(=O)c2ccc(F)cc2)CC1	-2	96*	14	-20	3	21	21*	0
CC(=O)NCCC(=O)Nc1nc(-c2ccc3ccccc3c2)cs1	-6	-1.7	-6	-6	-15	8	1	2
CCOC(=O)c1c(C)[nH]c(C(=O)NNC(=O)c2ccc(Br)cc2)c1C	-1	-0.2	-112	4	-10	-15	-2	1
COc1ccc(NC(=O)C2=CC(c3cccs3)=NS(=O)(=O)N2C)cc1	-7	2.5	17	-19	-8	-4	0	-3
C/C=C(\C)C(=O)O[C@@H]([C@H](O)c1cc2ccc(=O)oc2cc1OC)C(C)(C)O	-3	0.5	i	-8	3	-1	0	-8
COC(=O)CNC(=O)C1Nc2ccc(OC(F)(F)F)cc2C2C=CCC12 (configuration not stated)	-5	-1.3	11	-5	1	4	1	-1
Cc1cnc(C(=O)OCc2ccc(COC(=O)c3cnc(C)cn3)cc2)cn1	-4	0.9	0	-7	3	-2	0	-5
CSc1nc(-c2ccco2)nn1C(=O)Cc1ccccc1	5	-1.5	12	-5	-9	-6	0	1
COc1ccccc1C(=O)NCC(=O)N1CCN(c2ncccn2)CC1	0	-2.9	3	-1	-8	5	1	-8
O=C(NNC(=O)c1cnccc1C(F)(F)F)c1cccc(Cl)c1	-8	1.3	8	6	-3	-19	-1	-2
Cc1cc(=O)[nH]c2ccc(S(=O)(=O)Nc3ccccc3)cc12	1	0.4	9	4	-8	33	0	6
CCn1nnc(-c2ccccc2NS(=O)(=O)c2ccc(C(=O)OC)cc2)n1	12	6.5	8	-5	-9	-1	12*	-4
C=CC[C@@H](CC(=O)N[C@H](CO)Cc1ccccc1)C(=O)N[C@@H](COC(=O)[C@@H](CC=C)Cc1ccc(F)cc1)Cc1ccccc1	-1	1.5	5	-2	17	-1	-3	-5
